# CCHF vOTU inh – blocks the CCHF virus ovarian tumor domain protease | CCHFV vOTU protease, Pep-AMC fluorescence | inhibition, % at 11.5 µM | hit rate 0.55% among 370,000 | AID 651958; note: 0% = vehicle wells with enzyme and 100% = no enzyme wells
# Mtb UGM inh – inhibitors of M. tuberculosis UDP-galactopyranose mutase. P9WIQ1. purified UGM, fluorescence polarization probe displacement. inhibition, % at 10 µM. hit rate 0.06% among 320,000. AID 504406; in the data active = inhibition above about 10%, passing the limit was not always enough; inconclusive = no clear call, values can overlap the other calls
# Target sequence (P9WIQ1 whole entry, looked up): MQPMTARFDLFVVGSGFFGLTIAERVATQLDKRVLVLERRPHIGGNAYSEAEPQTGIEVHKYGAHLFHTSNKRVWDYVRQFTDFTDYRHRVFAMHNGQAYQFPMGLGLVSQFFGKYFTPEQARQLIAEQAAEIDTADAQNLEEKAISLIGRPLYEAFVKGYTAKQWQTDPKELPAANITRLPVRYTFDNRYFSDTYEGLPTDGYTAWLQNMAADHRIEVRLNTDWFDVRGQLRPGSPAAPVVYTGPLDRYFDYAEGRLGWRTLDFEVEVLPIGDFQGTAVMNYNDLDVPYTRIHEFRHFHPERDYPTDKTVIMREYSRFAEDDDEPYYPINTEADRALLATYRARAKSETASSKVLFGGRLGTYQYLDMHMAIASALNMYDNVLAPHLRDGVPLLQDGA
# FBA Mtb inh – inhibits M. tuberculosis FBA enzyme. P9WQA3. purified M. tuberculosis FBA, fluorescence read-out. inhibition, % at 1 µM. hit rate 2.3% among 360,000. AID 588726; in the data active = inhibition above about 27%;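 note: 0% = vehicle and 100% = reference inhibitor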
# Target sequence (P9WQA3 whole entry, looked up): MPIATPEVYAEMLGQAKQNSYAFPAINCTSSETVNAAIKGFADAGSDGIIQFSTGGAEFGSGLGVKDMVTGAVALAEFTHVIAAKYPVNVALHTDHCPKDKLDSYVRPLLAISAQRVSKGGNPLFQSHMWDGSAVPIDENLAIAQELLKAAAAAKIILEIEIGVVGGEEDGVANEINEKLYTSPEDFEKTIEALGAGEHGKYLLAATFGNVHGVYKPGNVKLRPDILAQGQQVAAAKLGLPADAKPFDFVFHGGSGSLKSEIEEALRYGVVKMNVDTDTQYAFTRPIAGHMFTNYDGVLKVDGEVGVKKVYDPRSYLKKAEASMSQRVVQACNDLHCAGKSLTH
# BoNT A protease – blocks Botulinum neurotoxin A light chain protease. hit rate 0.17% among 360,000. inhibition, % at 10 µM. multiplex microsphere protease substrate cleavage, flow cytometry; in the data active = inhibition above about 30%; inconclusive = no clear call, values can overlap the other calls; note: plate controls were buffer without enzyme for full effect and enzyme alone for no effect
# PrPC TRFRET – reduces human prion protein on the cell surface; cell surface PrPC, TR-FRET read-out; inhibition, % at 13.8 µM; hit rate 0.43% among 370,000; AID 720596; in the data active = inhibition above about 24%; note: 0% = median of the test wells and 100% = reference compound wells
# FadD28 binding – M. tuberculosis FadD28 bisubstrate binding inhibition; FadD28 bisubstrate probe binding, fluorescence polarization; inhibition, % at 12.5 µM; hit rate 0.22% among 360,000; in the data active = inhibition above about 8.5%, passing the limit was not always enough; inconclusive = no clear call, values can overlap the other calls
# BoNT F protease – inhibitors of Botulinum neurotoxin F light chain protease; Multiplex microsphere protease cleavage assay, flow cytometry; AID 588497; hit rate 0.22% among 360,000; inhibition, % at 10 µM; in the data active = inhibition above about 35%, passing the limit was not always enough; inconclusive = no clear call, values can overlap the other calls; note: plate controls were buffer without enzyme for full effect and enzyme alone for no effect
# BioA inh – inhibitors of Mycobacterium tuberculosis BioA enzyme | purified M. tuberculosis BioA enzyme, plate reader | inhibition, % at 9.99 µM | hit rate 0.096% among 360,000 | AID 602481; in the data active = inhibition above about 40%; inconclusive = no clear call, values can overlap the other calls
# GDH-TPI inh – inhibits GDH-TPI coupling enzymes, artifact for Mtb FBA screen | GDH-TPI coupled enzyme counterscreen, NADH absorbance | inhibition, % at 4.8 µM | hit rate 1.2% among 360,000 | AID 588335;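 note: 0% = DMSO wells and 100% = wells lacking the enzyme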
# Numbers without * were called inactive; ? = inconclusive; / = no result given. Cut-off read from the data, not from the text of the source, unless noted: active = inhibition above about 30%; inactive = the rest.
SMILES,CCHF vOTU inh,Mtb UGM inh,FBA Mtb inh,BoNT A protease,PrPC TRFRET,FadD28 binding,BoNT F protease,BioA inh,GDH-TPI inh
COc1ccc(-c2oc3ccccc3c2C(=O)OCc2ccc(O)cc2)cc1,2,1.2,74*,0.5,-6,-1.0,-7,-4.4,12
CC(C)CNC(=S)NC(=O)c1ccc(Cl)cc1Cl,-6,1.8,1,-1.4,5,0.5,-10,/,1
CCOC(=O)C1CCCN(C(=S)Nc2ccc(C)cc2C)C1 (configuration not stated),5,-0.2,2,0.2,3,-3.4,-2,-2.1,5
CCOc1ccc(Oc2ccc(NC(=O)CSc3nncn3C)cc2)cc1,-2,/,6,2.3,2,-2.7,4,-3.9,5
O=C(c1ccc([N+](=O)[O-])cc1)N1CCC(Cc2ccccc2)CC1,2,-4.3,1,0.6,-18,-3.4,2,/,-4
CC(Sc1nnc(-c2ccccc2F)n1N)C(=O)NCC1CCCO1 (configuration not stated),-4,0.4,1,4.2,-5,-0.1,?,/,-7
CCOc1ccc(S(=O)(=O)N2CCCCC2)cc1NC(=O)Cc1cccc(C(F)(F)F)c1,2,-0.9,0,0.6,1,-0.7,3,-0.2,4
COc1ccc(-c2cc3ccccc3n2CC(O)CN2CCC(C)CC2)cc1 (configuration not stated),-2,-0.2,12,0.9,5,-2.5,-17,-0.1,5
Cc1ccc(C(=O)NCCC(=O)N2CCC3(CC2)NCCc2[nH]cnc23)cc1,-5,-1.2,0,-1.5,5,-1.4,-1,/,-7
Cc1cc(C)nc(SCC(=O)NNC(=O)c2cccs2)n1,-7,-0.4,0,0.1,-4,-2.4,-5,-2.1,1
CN(C)C(=O)c1ccc(-c2nnc(NCc3ccccc3)c3ccccc23)cc1,-4,0.8,-2,0.6,-24,0.9,-7,/,11
COc1ccc(NC(=O)c2sc(=S)[nH]c2N)cc1,18,-2.5,2,0.6,-4,1.7,-4,0.8,25
O=C(O)C(c1cccs1)C1(O)CCCCC1 (configuration not stated),11,/,-1,-0.5,0,-4.7,-6,-0.3,-5
Cc1ccc(NC(=O)c2ccc(S(=O)(=O)N3CCOCC3)cc2)nc1,6,0.3,3,-1.2,0,-0.1,-2,0.7,0
Cn1nnnc1SCCNC(=O)C1CCC(=O)N(Cc2cccc(C(F)(F)F)c2)C1 (configuration not stated),12,/,-2,-0.9,9,0.8,-7,-1.2,3
COC(=O)c1cccc(NC(=O)CN2C(=O)C3CCCCC3C2=O)c1 (configuration not stated),5,/,6,5.8,-5,1.0,15,-3.4,8
Cc1ccc(C2C(C(N)=S)=C(N)OC3=C2C(=O)CC(C)(C)C3)cc1 (configuration not stated),-7,2.4,2,0.5,3,-3.4,-2,/,3
O=C(O)C1CCN(C(=O)CSc2nnc3ccccn23)CC1,-7,1.1,7,-0.6,-4,-2.1,3,-0.3,5
CC(C)(C)OC(=O)N1CCOCCOCCNCCOCCOCC1,9,-1.5,1,0.2,0,-2.1,4,/,-10
Nc1c(C(=O)Nc2ccc(F)cc2)sc2nc(-c3ccco3)ccc12,-5,2.5,22,19,1,0.8,-1,1.1,11
O=C(NCCCO)c1ccc(CSc2nc3ccccc3[nH]2)cc1,-4,-2.5,-1,-0.8,-2,-4.3,0,/,0
C=CCn1c(CNc2ccccc2)nnc1SCC(=O)N/N=C/c1ccc(O)cc1O,9,2.3,4,-0.8,-5,-2.1,-8,2.0,29
CC1(C)CC(=O)C=C(NC2=CC3OC(c4ccccc4)OCC3OC2=O)C1 (configuration not stated),15,2.7,-2,-0.8,-8,-2.2,-7,/,3
COC(=O)C1=C(C)NC(=O)/C1=C/c1ccc(CNS(=O)(=O)c2ccc(C)cc2)o1,6,1.2,-3,-0.6,-4,0.2,-2,/,9
COc1ccc(C(=O)Nc2nc3ccccc3[nH]2)cc1OC,2,2.3,1,-4.2,6,-9.0,-12,/,-3
CN(C)S(=O)(=O)Oc1ccccc1C(=O)Nc1cccc(C(F)(F)F)c1,8,1.0,-1,0.8,2,-3.3,-10,/,-2
O=C(O)CCc1nn2c3ccccc3n(CC(=O)c3ccccc3)c2nc1=O,-29,0.3,27,1.0,5,-1.0,0,/,-5
COc1ccc(CN2CCN(CCCCOc3ccc(Cl)cc3)CC2)c(OC)c1OC,1,-0.8,-1,0.2,-6,-3.5,-1,/,-9
C/C(CCc1ccc2c(c1)OCO2)=N\NC(=O)c1ccccc1,9,2.4,1,-0.6,9,0.2,-3,/,8
Cc1ccc(NC(=O)C(=O)NCCOc2ccc(Cl)cc2)c(C)c1,-15,0.4,-3,-0.2,-4,3.1,-2,/,12
CCOc1ccc(NC(=O)Nc2ccc3nccnc3c2)cc1,9,1.1,2,0.2,-15,-1.3,4,1.2,5
Cc1cccc(C(=O)N2CCCN(C(=O)c3cccc(C)c3)CC2)c1,10,3.1,1,0.1,-7,-2.9,5,-0.8,-1
Nc1cccc(-c2nc3cc(S(=O)(=O)c4ccc5oc(-c6cccc(N)c6)nc5c4)ccc3o2)c1,3,0.7,5,-0.2,-3,-2.6,-8,-1.1,18
Cc1nn(-c2ccccc2)c(C)c1S(=O)(=O)O,-3,-0.4,2,0.5,9,-2.9,-8,/,-6
O=C(Nc1c[nH]c(=O)[nH]c1=O)c1cc([N+](=O)[O-])cc([N+](=O)[O-])c1,5,-0.1,1,-5.0,-64,/,135*,0.6,3
COc1cc(C(C)=O)ccc1OCCCOc1cccc2cccnc12,-3,-2.4,1,1.9,1,-2.4,31,10,7
O=C(CC1C[C@H](C(=O)N2CCCCC2)[C@@]2(CCc3ccccc3)c3[nH]c4ccccc4c3CCN2C1=O)NCc1ccco1 (some centres not stated),1,1.3,0,0.1,-5,-2.0,0,0.2,-4
CCN(Cc1ccncc1)C(=O)C1CCC(=O)N(Cc2ccc(Cl)cc2)C1 (configuration not stated),7,-0.5,1,-0.1,-3,-1.7,1,2.4,-8
Cn1c2c(c3ccccc31)CCN(CCCCN1CCN(c3ccccc3)CC1)C2=O,3,/,7,-0.5,-5,0.4,-9,/,5
O=C1Nc2ccc(S(=O)(=O)NCCCO)c3cccc1c23,-125,2.7,52*,-3.9,-22,-0.5,16,-0.6,28

# Ordered by molar mass (largest number first): part of the list above.
SMILES,CCHF vOTU inh,Mtb UGM inh,FBA Mtb inh,BoNT A protease,PrPC TRFRET,FadD28 binding,BoNT F protease,BioA inh,GDH-TPI inh
COc1ccc(CN2CCN(CCCCOc3ccc(Cl)cc3)CC2)c(OC)c1OC,1,-0.8,-1,0.2,-6,-3.5,-1,/,-9
CC1(C)CC(=O)C=C(NC2=CC3OC(c4ccccc4)OCC3OC2=O)C1 (configuration not stated),15,2.7,-2,-0.8,-8,-2.2,-7,/,3
Cc1nn(-c2ccccc2)c(C)c1S(=O)(=O)O,-3,-0.4,2,0.5,9,-2.9,-8,/,-6

# Next part:
SMILES,CCHF vOTU inh,Mtb UGM inh,FBA Mtb inh,BoNT A protease,PrPC TRFRET,FadD28 binding,BoNT F protease,BioA inh,GDH-TPI inh
COc1ccc(CN(Cc2cccnc2)S(=O)(=O)c2ccc(-n3cnnn3)c(C)c2)cc1OC,-1,-0.9,2,0.5,-6,1.2,-1,6.2,-7
C=CCOc1cccc(/C=C2\C(=O)N(Cc3ccc(C)cc3)C(C)=C2C(=O)OC)c1,14,-1.1,-4,-1.5,7,-1.8,-3,/,4
COc1ccc(C(=O)N(Cc2nc(-c3ccc(C)cc3)no2)C(C)C)cc1OC,3,1.9,7,-1.3,2,-3.8,-12,0.7,9
CC1(C)Cc2c(cnn2-c2ccc(F)cc2)C(NC(=O)C2=CC(=O)CC(C)(C)O2)C1 (configuration not stated),-6,/,0,-0.3,3,-1.2,-5,2.0,9
CCOC(=O)c1ccc(NC(=O)c2nc[nH]c2C(=O)N[C@@H](C)C(=O)OC(C)(C)C)cc1,4,-1.3,-2,-0.4,1,-8.3,1,-1.9,8
CC(Sc1nncn1C)C(=O)Nc1ccc(N2CCCCC2)cc1 (configuration not stated),-2,-1.8,0,5.2,-5,-4.2,16,0.6,-11
COc1ccc(CC(=O)OCc2cc(=O)n3cc(Br)ccc3n2)cc1OC,9,-0.6,2,2.3,6,0.3,6,/,20
Cc1nn(C)cc1/C=C/C(=O)c1cccs1,-9,1.0,6,0.7,-2,-0.2,1,3.3,28
Cc1ccc(-n2nc3ccc(NC(=O)C(C)C)cc3n2)cc1,-9,0.4,23,-0.8,-3,-1.1,-2,/,-2
Cn1cc(CN2CCCC(CO)(Cc3ccccc3)C2)c2ccccc21 (configuration not stated),4,1.5,0,-0.9,5,-4.2,-6,1.2,-3
CC(C)OC(=O)C(CC(=O)O)NCc1ccccc1 (configuration not stated),4,-1.2,4,0.4,3,-0.3,-1,1.1,7
COc1ccccc1NC(=O)CCS(=O)(=O)c1ccccc1,-8,2.1,-3,-2.9,0,-1.3,-6,/,1
O=C1Nc2ccccc2/C1=C/c1ccccc1F,-14,-1.0,1,-1.8,-1,-0.9,1,-1.3,22
Cc1cc(N2CCOCC2)n2nc(C)c(-c3ccc(Cl)cc3)c2n1,-7,-0.9,0,1.3,-4,-3.4,0,-0.4,-3
CCCCC(CC)CNC(=O)CN(C)S(=O)(=O)c1cccc2nsnc12 (configuration not stated),4,-0.8,0,-0.3,-25,-1.6,17,-0.7,-3
Cn1c(=O)c2c(nc(SCCN3CCOCC3)n2Cc2ccc(Cl)cc2)n(C)c1=O,3,/,-1,-0.3,-5,0.4,0,8.2,5
CCOC(=O)C1=C(COC(=O)COc2cccc(C)c2C)NC(=O)NC1C (configuration not stated),13,0.8,0,-1.5,-3,/,-2,-0.4,-3
CCCc1cnc(Nc2nc(C(N)Cc3ccc(C(F)(F)F)cc3)cs2)nc1 (configuration not stated),23,/,-1,-0.2,-6,-1.9,-16,-1.7,9
CCN(CC)C(=O)c1ccccc1NS(C)(=O)=O,5,0.3,-1,0.8,10,-2.4,2,0.2,-1
NC(=O)C1CCCN(C(=O)CNC(=O)C23CC4CC(CC(C4)C2)C3)C1 (configuration not stated),6,/,1,0.1,5,-0.3,-3,-1.6,3
O=C(NCc1ccccc1Cl)c1ccc2c(c1)SC1=NS(=O)(=O)CCN12,-9,0.3,1,-1.5,6,-2.3,-4,/,11
CCNC(=O)CC1C(=O)N(CC)C(=S)N1NC(=O)c1ccccc1 (configuration not stated),-5,3.7,1,-0.1,0,-2.7,0,-1.8,10
COc1ccccc1NS(=O)(=O)c1cc(C)ccc1C,6,-4.0,1,0.4,2,-0.6,0,-0.2,0
COc1ccccc1/C=C(/CC(=O)NCc1ccccc1)c1nc2ccccc2s1,7,-0.8,0,1.2,-3,-3.3,-6,-1.7,12
COc1cc(CNCCN2CCOCC2)ccc1OCC(=O)NC(C)(C)C,-24,1.8,-1,-0.6,11,-0.3,-3,-2.2,2
COC(=O)CSc1cc(C)nc2ccc(OC)cc12,24,-1.1,0,0.1,13,0.0,-7,1.3,-6
CCc1ccccc1-n1ncc(C(=O)Nc2ccccc2OC)c1C,15,-1.3,-5,1.7,0,-2.3,?,1.2,-9
COc1cc(CC(=O)OCC(=O)N2CCCCC2)cc(OC)c1OC,9,-0.4,3,0.8,6,/,4,1.5,4
CCCCOc1ccc(C(=O)N2CCNC(=O)C2)cc1,2,-6.1,-1,2.2,-8,-2.9,10,-0.6,4
Cc1occc1-c1nnc(SCc2nc3ccccc3c(=O)n2CC#N)n1C,3,0.3,-6,-0.1,3,-3.1,-5,7.6,0
COc1ccc(S(=O)(=O)N(C)C)cc1NCC(=O)Nc1ccc(Br)cc1F,8,-1.4,1,-0.7,6,-3.9,-20,/,7
COc1ccccc1-n1c(-c2cccnc2)n[nH]c1=S,1,1.5,2,-0.8,-1,0.0,3,0.4,0

# Of the compounds above, 2 contain bromine:
SMILES,CCHF vOTU inh,Mtb UGM inh,FBA Mtb inh,BoNT A protease,PrPC TRFRET,FadD28 binding,BoNT F protease,BioA inh,GDH-TPI inh
COc1ccc(CC(=O)OCc2cc(=O)n3cc(Br)ccc3n2)cc1OC,9,-0.6,2,2.3,6,0.3,6,/,20
COc1ccc(S(=O)(=O)N(C)C)cc1NCC(=O)Nc1ccc(Br)cc1F,8,-1.4,1,-0.7,6,-3.9,-20,/,7
